# Compound activity deposited in PubChem by several laboratories.
# CSM14.1 death rescue: rescue of cells from ER stress-induced death, primary screen, 384-well, CSM14.1, thapsigargin, ATP luminescence (AID 1222); CSM14.1 thapsigargin-induced death rescue, ATP luminescence; higher % means a stronger effect; one-dose cellular ATP content (survival), % at 20 µM; EC50 in µM for titrated hits; 190,000 tested, under 10 active;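 active = EC50 below 50 µM in the dose-response confirmation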;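 also: death triggered by thapsigargin at about 15 µM added after 2 h compound pretreatment; cell ATP read after overnight thapsigargin exposure of roughly 18 to 22 hours; normalized against plate controls of thapsigargin alone and 5% DMSO vehicle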
# P. falciparum M17LAP: P. falciparum M17LAP inhibitors, primary screen, biochemical, fluorogenic H-Leu-NHMec substrate, 1536-well (AID 1619) | 0.38% of 220,000 active | inhibition, % at 30 µM, or IC50 in µM where a hit was titrated | recombinant M17LAP, H-Leu-NHMec fluorogenic kinetic assay; higher % means a stronger effect;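 active = compound inhibiting the enzyme by more than half at any dose during confirmatory dose-response retesting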;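 also: plate controls were full reaction with DMSO carrier for no effect and no enzyme background for full effect; strong numbers were not always called active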
# Dynein transport: inhibitors of GR-EGFP nuclear translocation, primary screen, dynein cargo transport inhibitor project, imaging, high-content, 3617.4 mouse cells; AID 1381, 2008; z-score, hits read low; 0.47% of 220,000 active; test concentration mostly 20 µM; stimulated with dexamethasone, 1 µM; hits give low values;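 active = plate z-score of nuclear minus cytoplasmic receptor signal below a set negative limit, without overly bright fluorescence or cell loss, cut at about -3.5 in these data, passing the limit was not always enough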;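 also: z-score of nuclear minus cytoplasmic ring GR-EGFP intensity difference per well; some compounds called inactive have numbers as strong as hits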
#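 Buffer or medium: Induction medium lacking tetracycline, stripped serum | Also added: Dexamethasone agonist, 1.0 µM final, for 30 min | Timing: 48 h induction, 1 h compound, 30 min dex at 37 °C | Detection: Formaldehyde fixation, Hoechst nuclear stain, 10x automated fluorescence imaging | Measure: Nuclear versus cytoplasmic GR-EGFP signal, averaged per well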
# Hep lipid drop: inhibitors of hepatocyte lipid droplet formation, primary screen, imaging, high-throughput imaging, BODIPY stain; inhibition, % at 6.5 µM; AML12 mouse hepatocytes, oleate lipid droplets; 0.4% of 240,000 active; AID 1656, 2009;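 active = lipid droplet intensity inhibited by at least 50%, with more than 500 cells counted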
#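 Test system: AML12 hepatocytes (mouse); reagent: oleate loading, 100 µM; dosing: one dose, 6.5 µM compound; incubation: overnight exposure; signal: fluorescence imaging, 20x objective, two fields per well; read-out basis: % inhibition of corrected integrated BODIPY droplet signal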
# Yfh1-off respiration: enhancers of respiration in Yfh1-depleted yeast, dose response, Friedreich's ataxia, plus single-dose screen (AID 1465) | S. cerevisiae Yfh1-off respiration, WST-1 reduction, 72 h; higher fold induction means a stronger effect | fold induction at 50 µM; hits with a dose series show EC50 in µM | 0.074% of 220,000 active;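 active = fold induction of absorbance versus untreated yeast above a set limit, then at least 30% activation at any dose in follow-up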;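 also: activators that raise dye reduction in frataxin-depleted yeast; strong numbers were not always called active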
# MT stabilizer: microtubule stabilizers in HeLa cells, primary screen, imaging, high-content imaging; HeLa tubulin immunostaining HCS, 24 h; share of cells brighter than vehicle mean+2SD; % tubulin-high responders, % at 10 µM; 0.83% of 200,000 active; AID 2205, 2009;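 active = plate Z-score above 3 for both tubulin-high and condensed-nucleus cell shares, with cell loss under 80%, at 10 µM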;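 also: anti alpha tubulin signal scored within the nucleus-defined area of each cell; some results filed as inactive read as strong as hits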
# Autophagy mod: autophagy modulators in MEF cells, primary screen, imaging, high-content, MEF GFP-LC3 | AID 463193, 2010 | MEF GFP-LC3 puncta imaging; test concentration mostly 10 µM | calls only at 10 µM (by protocol) | 0.98% of 190,000 active;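 active = percentage of spot-positive cells more than 3 SD above its plate mean, without a fluorescence outlier flag or 80% toxicity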;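 also: spot-positive cell cutoff set from DMSO-treated cells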
# Insulin prom up: insulin promoter activators in MIN6 cells, imaging, high-content screening, mouse beta cells; MIN6 insulin promoter-GFP reporter; hits give high values; z-score at 5 µM; 0.3% of 190,000 active; AID 1625, 2009;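 active = z-score above 3 at 5 µM with at least 500 cells counted in the well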
# M1AAP inhibition: P. falciparum M1AAP inhibitors, biochemical, fluorogenic H-Leu-NHMec substrate, 1536-well (AID 1445); inhibition, % at 30 µM; hits with a dose series show IC50 in µM; recombinant M1AAP, H-Leu-NHMec fluorogenic kinetic assay; higher % means a stronger effect; Aminopeptidase N (Plasmodium falciparum (isolate 3D7)); 0.42% of 220,000 active;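 active = primary inhibition above the hit cutoff, then over 50% inhibition at one or more dose response concentrations, cut at about 23% in these data, passing the limit was not always enough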;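 also: plate controls were DMSO full reaction for no effect and no enzyme background for full effect; strong numbers were not always called active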
# Dynein transport cytoplasmic EGFP: further read-out of Dynein transport, marked with its call; z-score; measured here: cytoplasmic GR-EGFP intensity; hits give high values
# Dynein transport nuclear GR-EGFP: further read-out of Dynein transport, marked with its call; z-score; measured here: nuclear GR-EGFP intensity;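 lower value marks the stronger effect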
# Dynein transport cell count: also measured in Dynein transport; calls as there; z-score; measured here: cell count per field
# Insulin prom up cell count: recorded beside Insulin prom up, whose call it bears; cell count; measured here: cytotoxicity, nuclei count;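 total cells summed across four imaged fields per well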
# Hep lipid drop cells 6.5 µM: also measured in Hep lipid drop; calls as there; cell count; measured here: cell count, cytotoxicity flag;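 cells counted across two imaged fields per well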
# MT stabilizer Hoechst-high %: further read-out of MT stabilizer, marked with its call; % Hoechst-high responders; measured here: nuclear condensation Hoechst responders;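 share of cells brighter than vehicle mean plus two SD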
# MT stabilizer cytotoxicity %: further read-out of MT stabilizer, marked with its call; toxicity, %; measured here: cytotoxicity by cell density;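 0% = mean cell density of plate MIN control wells and 100% = no cells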
# Autophagy mod cell loss 18 h: second read-out of Autophagy mod, no call of its own (marks repeat the call); toxicity, %; measured here: cell loss, nuclei count;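 cell loss after 18 h compound exposure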
# Numbers without * were called inactive; i = inactive; nt = not tested or not shown; + = active, no number.
molecule	CSM14.1 death rescue	P. falciparum M17LAP	Dynein transport	Dynein transport cytoplasmic EGFP	Dynein transport nuclear GR-EGFP	Dynein transport cell count	Hep lipid drop	Hep lipid drop cells 6.5 µM	Yfh1-off respiration	MT stabilizer	MT stabilizer Hoechst-high %	MT stabilizer cytotoxicity %	Autophagy mod	Autophagy mod cell loss 18 h	Insulin prom up	Insulin prom up cell count	M1AAP inhibition
O=C(Nc1ccccc1)Nc1snnc1C(=O)Nc1cccc(O)c1	-2.0%	-5%	1	-0.11	0.62	-0.93	-24	719	i	1.9	2.3	1.1	i	-15	-0.61	1083	7%
CC(=O)Nc1ccc(C2=NNC(=Nc3ccc(S(=O)(=O)N4CCOCC4)cc3)SC2)cc1	nt	-5%	0.35	-0.15	0.1	0.093	6	753	i	nt	nt	nt	nt	nt	-0.24	1054	9%
CCOC(=O)c1c(/N=C/C2=C(O)CCCC2=O)sc(C)c1C	-0.7%	13%	0.35	-0.2	0.2	0.2	5	670	i	2.1	3.2	6.9	i	5	-0.06	1288	5%
COc1ccc(S(=O)(=O)NCCSCc2ccco2)cc1	-3.2%	4%	-0.41	-0.1	-0.056	0.56	-3	782	i	2.2	1.7	8.2	i	-1	0.47	1287	3%
O=C(Nc1ccccc1)NC1(C(=O)NCc2ccco2)CCCCC1	-3.7%	9%	-0.15	-0.21	-0.16	0.052	6	786	i	1.3	0.8	6.0	i	2	0.3	1370	8%
NS(=O)(=O)c1ccc(NC(=O)CSc2ccccc2)cc1	nt	5%	0.53	-0.35	0.2	-0.71	6	733	i	2.4	2.6	8.7	i	0	-0.22	1222	7%
COc1ccccc1NC(=O)COC(=O)/C=C/c1ccc2c(c1)OCO2	-1.1%	-2%	2.4	-0.066	2.3	-2.8	18	753	i	1.8	2.3	14	i	19	nt	nt	-5%
C=CCN1C(=O)C(O)=C(C(C)=O)C1c1ccccc1F (centres undefined)	-0.3%	8%	0.83	-0.16	0.74	0.1	nt	nt	i	4.8	1.9	1.5	i	-1	0.12	1194	1%
O=C(N/N=C/c1ccc(Br)s1)c1ccccn1	-4.6%	19%	0.83	-0.22	0.58	-0.36	0	699	i	3.8	1.7	1.1	i	2	-0.01	1334	14%
CCCNC(=O)C12CCC(C)(C(=O)O1)C2(C)C (centres undefined)	nt	-3%	0.22	-0.22	0.064	-0.51	22	781	i	nt	nt	nt	nt	nt	0.05	1078	8%
COC(=O)C(C(=O)OC)C(C[N+](=O)[O-])c1ccc(O)c(OC)c1 (centres undefined)	-0.9%	4%	0.66	-0.22	0.57	-0.42	-5	543	i	2.0	2.5	1.9	i	2	0.86	1486	4%
O=C(NC(=S)NNC(=O)c1ccccc1O)c1ccco1	10%	33%	1.7	-0.21	0.99	-0.59	-14	466	i	8.2	1.5	6.5	i	5	0.8	1224	19%
CC1CN(S(=O)(=O)c2cccc(-c3cn4ccccc4n3)c2)CC(C)O1 (centres undefined)	-0.8%	14%	-0.88	-0.2	-0.21	0.22	nt	nt	i	4.6	3.0	5.9	i	-4	nt	nt	0%
O=S(=O)(NCc1ccc2c(c1)OCO2)c1ccc2oc3ccccc3c2c1	nt	nt	-0.6	-0.052	-0.28	-0.83	nt	nt	i	2.5	2.6	7.1	i	2	nt	nt	nt
COc1ccc(C(=O)NNC(=S)NC(=O)c2ccco2)cc1	0.7%	57%	0.79	-0.2	-0.068	-0.66	nt	nt	i	2.5	1.5	5.7	i	20	0.79	1619	29%
COc1ccc(C(=O)c2oc3ccccc3c2NC(C)=O)cc1	-1.4%	2%	-0.33	-0.21	-0.35	-0.11	2	722	i	1.9	1.5	3.1	i	-11	0.16	1555	3%
NC(=O)c1ncc(C(F)(F)F)cc1Oc1cccc(C(F)(F)F)c1	-1.3%	-2%	-0.53	-0.19	-0.43	0.52	-10	762	i	1.7	0.9	2.3	i	4	0.9	846	6%
Cc1csc(NC(=O)C2CCCN2C(=O)Oc2ccccc2)n1 (centres undefined)	-2.7%	-6%	-0.71	-0.21	-0.1	0.8	7	772	i	4.1	2.4	7.4	i	-50	-0.4	1321	9%
COc1ccc(N(CC(=O)Nc2cc(OC)ccc2OC)S(C)(=O)=O)cc1	-0.8%	1%	-0.1	-0.16	0.23	-0.024	0	801	i	1.8	1.6	1.2	i	-12	nt	nt	4%
Cc1ccccc1Nc1nc(N)c2ccccc2n1	-4.1%	-6%	0.25	-0.39	-0.25	0.55	-3	623	i	7.6	1.2	1.3	i	3	nt	nt	0%
COc1cc([N+](=O)[O-])ccc1Nc1nc(C)cc(C)n1	-0.6%	4%	0.93	-0.069	0.82	-1.8	nt	nt	i	3.3	2.3	1.6	i	14	-0.96	1383	-1%
CSCC[C@H](NC(=O)OC(C)(C)C)C(=O)N1CCC(C(=O)N[C@@H](C)C(=O)O)CC1	2.3%	-4%	2.4	-0.15	1.4	-1.7	nt	nt	i	2.5	1.1	5.2	i	-1	0.27	1155	12%
N#Cc1ccc(N=c2ssnc2Cl)cc1	-2.6%	-1%	0.95	-0.11	-0.57	0.014	nt	nt	i	3.4	1.4	1.4	i	3	nt	nt	-10%
COc1cc(/C=C/C(=O)O)cc(OC)c1OC	nt	3%	2.2	-0.22	1.1	-0.91	1	729	i	nt	nt	nt	nt	nt	0.83	1042	-3%
NC(=O)c1ccc(N2CCCCC2)c(N2C(=O)C3C4C=CC(C4)C3C2=O)c1 (centres undefined)	1.1%	0%	-0.66	-0.057	0.0062	0.29	nt	nt	i	2.5	2.0	14	i	-2	0.36	1221	12%
CCOc1ccc(NC(=O)/C(C#N)=C/c2ccc(N3CCCC3)c(C)c2)cc1	0.6%	-1%	-1.6	2.7	-0.31	0.92	0	745	i	3.5	2.7	4.9	+	-11*	-0.3	999	4%
Cc1ccnc(-n2c(C)cc(C=O)c2C)c1	-0.4%	5%	-0.79	-0.34	-0.84	1.4	1	670	i	1.2	1.2	7.8	i	-9	-0.03	1318	6%
C/C=C(/C(=C/C)c1ccc(O)cc1)c1ccc(O)cc1	-1.6%	10%	-0.46	-0.2	0.28	0.78	-25	693	i	4.0	3.3	3.2	i	29	nt	nt	22%
COc1ccc(CCNC(=O)CSc2nnc(-c3ccc(F)cc3)o2)cc1OC	1.4%	5%	0.15	-0.24	0.29	0.17	nt	nt	i	2.5	1.7	6.9	i	39	0.47	1149	2%
Cc1ccc(C(=O)N(c2ccccn2)C(C)c2ccco2)cc1C (centres undefined)	5.6%	12%	0.12	0.18	0.43	0.68	-14	793	i	0.9	1.4	1.2	i	-21	-0.13	1058	11%
Cc1cc(C)nc(SCc2cc(=O)c(OC(=O)c3cccc([N+](=O)[O-])c3)co2)n1	-1.6%	3%	-1.3	-0.019	-0.43	-0.88	-5	554	i	3.3	1.8	5.9	i	10	-0.34	1414	-4%
O=C(O)CC(CC(=O)Nc1ccc(Oc2ccccc2)cc1)c1ccccc1 (centres undefined)	nt	6%	-0.58	-0.24	-0.32	0.17	7	682	i	nt	nt	nt	nt	nt	-0.06	1443	4%
CCOC(=O)Cn1c(=NC(=O)CC)sc2c(C)cc(C)cc21	nt	-4%	-1.2	0.63	-0.45	1.1	-24	676	i	nt	nt	nt	nt	nt	-2.4	598	9%
COc1ccc(OCc2n[nH]c(=S)n2Cc2ccco2)cc1	-1.0%	-4%	-0.34	-0.26	-0.41	-0.75	5	687	i	2.8	1.7	15	i	3	-0.66	1282	-1%
O=C(CC1NC2CCCCC2NC1=O)Nc1ccc2c(c1)OCO2 (centres undefined)	-0.4%	5%	1.2	-0.23	0.46	-0.6	-6	700	i	2.3	1.7	4.1	i	2	nt	nt	1%
CS(=O)(=O)N1CCN(CC(=O)NC2CCCCC2)CC1	0.0%	nt	-0.6	-0.26	-0.028	0.25	12	767	i	1.5	1.4	13	i	9	0.4	1490	nt
O=c1nc2ccccc2c2n1CC(CN1CCN(c3ccc(F)cc3)CC1)N2 (centres undefined)	0.3%	-6%	0.43	-0.023	0.13	-1	3	626	i	4.4	2.3	7.7	i	-17	0.34	1846	1%
CNC(=O)C1CC(=O)N(CCc2ccc(OC)c(OC)c2)C(=Nc2ccc(F)cc2)S1 (centres undefined)	0.6%	2%	-0.55	-0.27	-0.17	0.8	2	735	i	1.0	1.3	2.2	i	24	-0.39	1619	5%
Cc1cc(C(=O)CSC(C)c2nc3ccccc3c(=O)[nH]2)c(C)n1C (centres undefined)	-0.3%	-1%	0.52	-0.19	0.45	-0.84	nt	nt	nt	4.5	2.4	6.4	i	-8	0.48	1132	10%
O=C(NC1CC1)C1CCCN1C(=O)NC1CCCCC1 (centres undefined)	0.0%	-3%	-0.38	-0.26	0.54	-0.039	5	703	i	1.6	1.5	2.1	i	1	nt	nt	-1%
